# NR2E3 ag-1 = agonists of human nuclear receptor NR2E3. Q9Y5X4. GST-NR2E3/biotin-RetCOR TR-FRET, 1536-well. inhibition of corepressor binding, % at 4.78 µM. hit rate 0.12% among 320,000. AID 2300;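 active = percent inhibition above the cutoff of mean plus 3 SD of all tested compounds, set per screening campaign, cut at about 20% in these data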;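 note: 0% = DMSO wells and 100% = biotin wells as full block of FRET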
# Target sequence (Q9Y5X4 whole entry, looked up): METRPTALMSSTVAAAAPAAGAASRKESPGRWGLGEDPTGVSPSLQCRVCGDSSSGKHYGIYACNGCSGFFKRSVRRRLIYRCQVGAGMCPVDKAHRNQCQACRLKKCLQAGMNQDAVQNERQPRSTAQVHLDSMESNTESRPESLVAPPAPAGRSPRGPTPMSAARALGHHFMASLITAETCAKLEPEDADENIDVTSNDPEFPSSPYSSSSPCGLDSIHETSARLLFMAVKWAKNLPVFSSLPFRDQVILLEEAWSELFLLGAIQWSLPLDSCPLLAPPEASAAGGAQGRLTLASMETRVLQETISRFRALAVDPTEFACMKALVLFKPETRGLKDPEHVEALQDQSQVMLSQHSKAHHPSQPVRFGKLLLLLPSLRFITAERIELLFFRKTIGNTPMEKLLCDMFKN
#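 System: GST-tagged NR2E3 plus biotinylated RetCOR corepressor; Buffer or medium: pH 7.5 Tris-based buffer; Probe or stimulus: RetCOR corepressor, biotinylated, 7 nM; Doses: compound at 4.8 µM, single dose; Schedule: 5 h incubation at 4 °C; Technique: time-resolved FRET; Evaluation: percent inhibition of TR-FRET ratio; Replication: one well per compound, singlicate testing.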
# TWEAK-Fn14 inh = inhibitors of TWEAK-Fn14 interaction signaling. TWEAK-stimulated Fn14 reporter cells, luciferase luminescence, 8 h. inhibition, % at 10 µM. hit rate 2% among 360,000. AID 1159606; in the data active = inhibition above about 50%
# TRAIL sens C8 = caspase-8 TRAIL sensitization | inhibition (viability loss, TRAIL sensitization), % at 10 µM | AID 624354 | hit rate 1% among 360,000 | NB7+C8 cells + TRAIL, ATPlite viability luminescence;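 active = compounds causing at least 50% loss of cell viability in the single-dose screen, relative to plate controls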
# MITF TRPM1 inh = inhibitors of MITF-driven TRPM1 promoter in melanoma cells. inhibition, % at 12.5 µM. hit rate 0.83% among 330,000. SK-MEL-5 TRPM1 promoter luciferase, 24 h. AID 488899;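 active = mean inhibition across replicates of 60% or more, whatever share of single replicates reaches that level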; note: values of inactives mirror those of a sister screen read the other way
# KKLEB tox = counter-screen for CF NF-kB inhibitors: cytotoxicity; AID 602141; hit rate 0.36% among 360,000; KKLEB CF airway cells viability, ATPlite luminescence, overnight; hits give low values; cells stimulated with P. aeruginosa culture filtrate; activity change (cytotoxicity), % at 5 µM;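 active = corrected activity change at or below -50% at 5 µM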
# HIF-2a block = blocks HIF-2a reporter activity | 786-0 RCC cells HIF-2a reporter, luciferase luminescence, overnight | inhibition, % at 18.8 µM | hit rate 0.72% among 360,000 | AID 624352;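 active = inhibition of the luminescence signal of 40% or more relative to plate controls, in a single-dose primary screen at 18.75 µM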
# NR2E3 ag-2 = agonists of human NR2E3 nuclear receptor. CHO-S Gal4-NCOR/VP16-NR2E3 two-hybrid, luciferase. inhibition of corepressor binding, % at 3.98 µM. hit rate 0.35% among 360,000. AID 602229;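 active = inhibition above the mean of all tested compounds plus 3 SD, cut at about 70% in these data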;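 note: 0% = DMSO with NR2E3 transfected cells and 100% = cells lacking NR2E3 construct; higher means lower luciferase signal from less NR2E3 corepressor binding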
# TROY signal inh = inhibitors of TROY-dependent NF-kB signaling; Q293 LMP1-TROYcd NF-kB luciferase reporter, 4 h; inhibition, % at 10 µM; hit rate 0.98% among 360,000; AID 1347056;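 active = compounds whose plate-normalised and pattern-corrected inhibition of the luciferase reporter signal at the single screening dose is 50% or more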
# Peg3 prom inh = Peg3 promoter activity inhibition; HeLa PEG-Prom luciferase reporter, luminescence, overnight; inhibition, % at 20 µM; hit rate 1.7% among 360,000; AID 588405;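 active = inhibition of at least 50% at 20 µM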
# Shn3 inh set2 = inhibitors of Schnurri-3 3'UTR reporter in osteoblasts. Clone20 osteoblast Shn3 3'UTR firefly luciferase, 24 h. inhibition, % at 12.5 µM. AID 588674. hit rate 0.52% among 360,000;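 active = mean inhibition of at least 75% with every replicate also reaching 75%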;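 note: 0% = median of neutral control wells and 100% = pilot-screen positive control compound; some compounds past the cut are filed as inactive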
# CF NFkB block = blocks PAF-induced NF-kB reporter in cystic fibrosis cells. inhibition, % at 5 µM. KKLEB NF-kB-GFP reporter, GFP fluorescence overnight. hit rate 0.86% among 360,000;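 active = at least 50% inhibition at 5 µM, scaled per plate between neutral and stimulator controls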;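 note: PAF is a Pseudomonas aeruginosa culture filtrate used as stimulus; plate controls were PAF-stimulated DMSO wells for no effect and unstimulated DMSO wells for full effect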
# Numbers without * were called inactive; . = no result given. Not all compounds are listed; rates above refer to the full screens.
SMILES,NR2E3 ag-1,TWEAK-Fn14 inh,TRAIL sens C8,MITF TRPM1 inh,KKLEB tox,HIF-2a block,NR2E3 ag-2,TROY signal inh,Peg3 prom inh,Shn3 inh set2,CF NFkB block
CCOC(=O)CSC1=C(C#N)C(C)C2=C(CCCC2=O)N1 (stereo not given),1,-12,-27,6,-3,-6,10,-6,-12,-6,-4
CC(C)(C)NS(=O)(=O)c1ccc(CCC(=O)N2CCOCC2)cc1,-3,-6,-1,-11,8,7,-8,6,10,9,-1
CCCc1nc2sc3c(c2c(=O)n1NC(=O)CCC(=O)O)CCCC3,-3,2,18,-5,-1,20,-15,-16,-1,-26,-10
CC(C)(C)c1ccc(O)c(N=Cc2cc(Br)ccc2O)c1,-3,88*,9,25,-28,52*,-11,85*,47,40,4
CCCC(c1nnnn1CCc1ccccc1)N1CCN(C(=O)c2ccco2)CC1 (stereo not given),-3,-1,0,-11,-4,2,-8,0,-3,7,12
CSc1nc2cc(S(=O)(=O)N3CCCCC3)ccc2s1,.,5,-11,4,1,19,-41,-4,21,5,6
O=[N+]([O-])c1ccc(N2N=C(c3ccccc3)CC2c2ccccc2O)cc1 (stereo not given),.,81*,0,3,-37,0,-10,60*,53*,56,41
CC1(C)CC(=O)C(CC2=C(O)CC(C)(C)CC2=O)=C(O)C1,0,0,3,1,-4,-26,-9,-2,-7,12,8
COc1ccc(CN(C)C(=O)c2ccccc2OCc2c(C)noc2C)cc1OC,1,-25,-6,-5,22,12,-20,5,12,5,-26
O=C(COC(=O)Cc1cccs1)NCc1ccc(F)cc1,3,-9,7,6,14,9,-23,-12,10,-9,-17
COc1nn(-c2nc(-c3ccccc3)cc(C(F)(F)F)n2)cc1[N+](=O)[O-],-2,4,-1,-6,8,9,-5,-13,0,7,-6
COC(=O)C1=C(C)NC(=S)NC1c1ccc(-c2cc(Cl)ccc2Cl)o1 (stereo not given),-1,5,6,5,-11,34,-35,43,24,8,11
CC[C@@H](C)[C@H](CN[C@H](CNC)[C@@H](C)O)NCCc1ccc(OC)cc1,-4,-6,-9,-19,-4,13,14,-12,-21,1,-2
O=C(CN1CCN(c2ccc(O)cc2)CC1)Nc1ccc(SC(F)F)cc1,-3,8,22,-4,-1,-4,-37,-2,3,67,-10
C=CCOC(=O)C1=C(C)NC(=S)C(C#N)(CC=C)C1c1ccccc1Cl (stereo not given),0,9,-8,.,6,19,16,6,20,14,19
CCOC(=O)Cc1csc(NC(=O)c2c(C)noc2C)n1,0,-1,-1,20,-7,17,-33,-7,8,19,12
CCc1n[nH]c(=S)n1/N=C/c1ccc(N(C)c2ccccc2)cc1,3,-13,4,-2,3,-7,18,27,-21,-17,-36
Cn1c(NC(=O)/C=C/c2ccc(Cl)c(Cl)c2)cc(=O)n(C)c1=O,0,-25,6,-48,6,-140,3,-30,-113,-18,-17
O=C(NCCN=C1NS(=O)(=O)c2ccccc21)c1ccc2nccnc2c1,-2,7,-3,0,-4,2,-13,-16,20,-2,15
Cc1ccc(C2Oc3ccccc3C3=C2C(c2cccs2)n2ncnc2N3)cc1 (stereo not given),0,45,2,31,4,21,-37,4,28,26,10
O=C(CC1C(=O)NCCN1Cc1cccc(F)c1F)NC1CCCCCC1 (stereo not given),3,11,-11,10,-5,4,-22,-3,0,10,-20
Cc1cc(C(=O)Nc2cccc(S(=O)(=O)N3CCCCC3)c2)c2ccccc2n1,-3,-3,6,7,4,25,6,3,18,22,-4
CC1CCc2sc(C(=O)OCC(=O)NC(N)=O)cc2C1 (stereo not given),2,-11,-6,-10,-11,-24,17,-34,-55,6,-8
COc1ccc(OCc2cc(C(=O)NC(C)c3csc(C)n3)no2)c(Cl)c1 (stereo not given),-1,-20,-6,-63,3,-212,-93,-31,-210,-81,-6
c1cncc(-c2nc(NCCCn3ccnc3)c3ccccc3n2)c1,1,-13,-1,-19,-15,15,7,-25,2,3,11
COc1ccccc1NS(=O)(=O)c1ccc2[nH]c(=S)oc2c1,.,-4,2,-1,-11,19,5,0,12,21,-12
CCOC1=C2[C@H](c3ccc(C)cc3)N(S(=O)(=O)c3ccc(C)cc3)C[C@H]2n2c(=O)n(-c3ccccc3)c(=O)n2C1,.,-1,-7,.,-10,5,-13,-19,10,13,7
O=C(NCc1ccccn1)c1ccc([N+](=O)[O-])cc1,8,2,2,-3,-7,6,19,23,3,14,4
CCCNC(=O)C(Cc1ccccc1)NC(=O)c1ccccn1 (stereo not given),4,13,4,5,-6,3,-7,2,11,0,10
COC(=O)C[C@H]1C[C@H]2c3cc(NC(=O)C4CCOCC4)ccc3O[C@H]2[C@@H](CO)O1,.,-73,10,.,20,17,-22,-3,5,3,-14

# Overlap with the part before: two entries; new compounds follow.
SMILES,NR2E3 ag-1,TWEAK-Fn14 inh,TRAIL sens C8,MITF TRPM1 inh,KKLEB tox,HIF-2a block,NR2E3 ag-2,TROY signal inh,Peg3 prom inh,Shn3 inh set2,CF NFkB block
CCCNC(=O)C(Cc1ccccc1)NC(=O)c1ccccn1 (stereo not given),4,13,4,5,-6,3,-7,2,11,0,10
COC(=O)C[C@H]1C[C@H]2c3cc(NC(=O)C4CCOCC4)ccc3O[C@H]2[C@@H](CO)O1,.,-73,10,.,20,17,-22,-3,5,3,-14
CCN(CC(=O)Nc1ccc2c(c1)OCO2)S(=O)(=O)c1ccccc1,0,-22,1,-3,-4,-21,-39,-5,-5,13,2
Cc1cc(OCC(=O)Nc2ccc(S(=O)(=O)NC3=NCCCCC3)cc2)c(C(C)C)cc1Cl,-2,40,-3,1,0,31,-9,22,10,-11,12
COc1cccc(OCC(=O)NNC(=O)C(=O)Nc2ccc(OC)cc2OC)c1,0,-12,-3,-5,2,10,-1,8,3,-4,10
CCOC(=O)C(C)Oc1nc(Oc2ccccc2)nc(N(C)C)n1 (stereo not given),-3,50*,9,10,-4,12,1,.,25,16,2
Cc1[nH]nc(N)c1-c1ccccc1,3,3,-10,-4,10,17,31,-5,1,-14,18
O=C(CSc1nccc(=O)[nH]1)N1CCc2ccccc2C1,6,5,-4,-2,12,0,-23,-3,0,1,6
CN(C)N1C(N)=C(C#N)C(c2cccc(Cl)c2)C2=C1CCCC2=O (stereo not given),0,23,-10,-1,3,14,-2,2,13,-15,6
COC(CNC(=O)CCc1c(C)nc2c(c(C)nn2-c2ccc(C)cc2)c1C)OC,.,20,-3,9,0,2,8,-8,-3,20,4
Cn1cc(CN2CCC(C(=O)NC(c3ccc(-c4ccccc4)cc3)c3cnccn3)CC2)c2ccccc21 (stereo not given),.,-22,46,.,-28,-30,14,7,107*,-29,38
CCCS(=O)(=O)c1ncc(Cl)c(C(=O)Nc2ccc(S(=O)(=O)Nc3ncccn3)cc2)n1,-1,-1,-2,5,-2,-5,-14,-18,14,1,20
CCCC(=O)Nc1cc(OCC)c(NC(=O)NC2CCCCC2)cc1OCC,2,-11,-6,6,1,17,-1,-2,4,6,2
Cc1cc(C(F)F)nn1CC(=O)NCc1ccco1,1,-13,-9,-14,4,6,1,-11,-5,-7,-4
O=C(COC(=O)c1cccc(Cl)c1)Nc1cccc(S(=O)(=O)NC2=NCCC2)c1,.,6,3,-6,-1,1,-5,6,0,15,-10
COc1ccc2nc(SCC(=O)N(C)C3CCCCC3)c(C#N)cc2c1,-2,-23,-4,2,-13,-3,-27,-7,-2,-29,-5
CCc1cc(=O)oc2c(C)c(O)c(CN3CCCCC3)cc12,5,7,17,1,0,8,9,2,-2,-7,-21
Cc1n[nH]c(=O)n(N=Cc2cccs2)c1=O,.,-13,-13,.,5,3,-15,-2,-2,-5,-9
COc1cc(C(=O)C(=O)c2cc(OC)c(O)c(OC)c2)cc(OC)c1O,-4,16,-12,3,11,11,4,-6,14,10,0
COc1cc(-c2nc3ccccc3s2)ccc1O,-2,-17,9,-13,0,-216,-86,-17,-180,-65,-24
O=C1OC2(c3ccccc3)C3CCCC2C13,0,4,1,4,-14,21,-21,-14,-3,23,16

# Molecules shown so far that have an aryl thioether with sulfur outside any ring (four):
SMILES,NR2E3 ag-1,TWEAK-Fn14 inh,TRAIL sens C8,MITF TRPM1 inh,KKLEB tox,HIF-2a block,NR2E3 ag-2,TROY signal inh,Peg3 prom inh,Shn3 inh set2,CF NFkB block
CSc1nc2cc(S(=O)(=O)N3CCCCC3)ccc2s1,.,5,-11,4,1,19,-41,-4,21,5,6
O=C(CN1CCN(c2ccc(O)cc2)CC1)Nc1ccc(SC(F)F)cc1,-3,8,22,-4,-1,-4,-37,-2,3,67,-10
O=C(CSc1nccc(=O)[nH]1)N1CCc2ccccc2C1,6,5,-4,-2,12,0,-23,-3,0,1,6
COc1ccc2nc(SCC(=O)N(C)C3CCCCC3)c(C#N)cc2c1,-2,-23,-4,2,-13,-3,-27,-7,-2,-29,-5

# Screening results from PubChem.
